Assay outcomes as filed in PubChem BioAssay.
S100A4 MyoIIA – blocks human S100A4 binding to myosin IIA peptide; P26447; AID 652163; S100A4/TAMRA-MyoIIA peptide fluorescence polarization; 360,000 tested, 0.14% active; inhibition, % at 10.7 µM;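 active = mean inhibition of at least 70% across replicates, with every replicate also reaching that level; inconclusive = mean inhibition reaches 70% but some replicates fall short; inactive = mean inhibition below 70%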
Target sequence (P26447 whole entry, looked up): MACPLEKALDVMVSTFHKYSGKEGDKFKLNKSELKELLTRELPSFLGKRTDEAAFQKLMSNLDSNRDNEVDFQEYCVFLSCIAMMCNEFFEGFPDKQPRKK
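Material: S100A4 monomer (human). Medium: Calcium-containing HEPES buffer, pH 7.2. Probe or stimulus: labelled myosin peptide probe, 5 nM. Compound dosing: one concentration per compound. Timing: polarization read 5 min after assay mix addition, stable 5–60 min. Benchmarks: DMSO as neutral control, TFP as positive control.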
XiGFP reactiv – reactivates the inactive X chromosome in mouse fibroblasts | AID 743238 | XiGFP mouse fibroblasts, % GFP-positive cells imaging, 3 d; cells co-treated with 5-aza-dC sensitizer; scaled so ellipticine positive control = 100% | activation, % at 7.58 µM | 360,000 tested, 0.055% active;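 active = mean normalized replicate activation at least 10% and every replicate at or above 10%; inconclusive = only one of the two criteria met; inactive = mean below 10% and not all replicates reach 10%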;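 note: 0% = median of on-plate neutral control wells and 100% = ellipticine 6 µM median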
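material = 68-5-11 XiGFP fibroblast line | medium = DMEM plus 5-aza-dC sensitizer | schedule = 3 days compound exposure | benchmarks = positive control ellipticine, 6 µM final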
ERp5 inh – inhibitors of human ERp5; AID 651711; inhibition, % at 9.99 µM; ERp5 insulin aggregation, absorbance 650 nm, 90 min; 350,000 tested, 0.05% active; Q15084;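 active = mean replicate inhibition above about 25%, with every replicate also reaching it, limit read from the data, passing the limit was not always enough; inconclusive = only one of those two criteria met; inactive = neither criterion met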
ERAP1 inh – ERAP1 (human) enzyme inhibition; Q9NZ08; recombinant ERAP1, Leu-AMC fluorescence, 60 min; inhibition, % at 10.7 µM; 340,000 tested, 0.15% active;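 active = mean replicate inhibition of at least 30%, or all replicates individually reaching that 30% level; inactive = mean below 30% and not every replicate reaching it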;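 note: 0% = neutral control wells and 100% = L-leucinethiol positive control wells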
Target sequence (Q9NZ08 whole entry, looked up): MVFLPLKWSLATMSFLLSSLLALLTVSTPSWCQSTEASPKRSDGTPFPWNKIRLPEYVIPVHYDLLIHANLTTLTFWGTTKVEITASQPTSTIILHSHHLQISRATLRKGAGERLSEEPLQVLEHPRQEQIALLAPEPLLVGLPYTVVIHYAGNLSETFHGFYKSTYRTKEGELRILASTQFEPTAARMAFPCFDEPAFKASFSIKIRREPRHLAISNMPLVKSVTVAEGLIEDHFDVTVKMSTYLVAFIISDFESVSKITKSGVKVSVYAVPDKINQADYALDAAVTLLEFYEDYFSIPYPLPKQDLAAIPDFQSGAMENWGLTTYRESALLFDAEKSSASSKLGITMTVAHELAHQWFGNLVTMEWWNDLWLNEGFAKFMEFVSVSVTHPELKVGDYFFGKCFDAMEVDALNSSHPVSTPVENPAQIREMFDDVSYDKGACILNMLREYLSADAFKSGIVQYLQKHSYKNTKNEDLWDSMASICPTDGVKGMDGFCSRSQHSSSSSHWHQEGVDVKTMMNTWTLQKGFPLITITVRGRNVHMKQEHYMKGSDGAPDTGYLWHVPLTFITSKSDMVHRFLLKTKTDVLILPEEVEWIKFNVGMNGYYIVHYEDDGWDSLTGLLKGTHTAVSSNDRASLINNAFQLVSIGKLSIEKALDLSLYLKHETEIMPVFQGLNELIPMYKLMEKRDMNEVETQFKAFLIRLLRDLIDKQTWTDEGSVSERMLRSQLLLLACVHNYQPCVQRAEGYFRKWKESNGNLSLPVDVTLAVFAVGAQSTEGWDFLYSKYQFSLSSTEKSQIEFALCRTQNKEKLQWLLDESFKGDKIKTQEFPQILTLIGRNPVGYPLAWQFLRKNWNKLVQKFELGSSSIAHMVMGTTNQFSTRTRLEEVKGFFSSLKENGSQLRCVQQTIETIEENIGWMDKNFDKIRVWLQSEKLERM
RAD52 anneal inh – blocks human RAD52 DNA annealing. P43351. recombinant RAD52 DNA annealing, FRET fluorescence. inhibition, % at 18.7 µM. 360,000 tested, 0.46% active. AID 651710;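 active = every replicate showing at least 50% inhibition; inconclusive = mean inhibition at least 50% but not in every replicate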
esBAF inh – inhibitors of esBAF chromatin remodeling in mouse ES cells. reporter increase, % at 12.5 µM. Bmi1-luciferase knock-in reporter, 24 h; 100% = twice the neutral-well signal. 350,000 tested, 2% active; in the data active = activation above about 40%; inconclusive = no clear call, values can overlap the other calls;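 note: 0% = median of the plate's neutral control wells and 100% = double that signal; a rise in the Bmi1 reporter signal indicates esBAF inhibition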
RAD54 branch – inhibitors of human RAD54 branch migration. inhibition, % at 10.4 µM. 360,000 tested, 0.14% active. RAD54 Holliday junction branch migration, FAM/BHQ fluorescence;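 active = mean normalized replicate activity at least 40 and at least half of replicates scoring 40 or more; inconclusive = only one of the two criteria met; inactive = mean below 40 and under half of replicates reaching 40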;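 note: 0% = median of neutral control wells and 100% = median of positive control wells; inhibitors cause a drop in the FAM fluorescence signal; in these data hits start at about 50%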
E-selectin induc – E-selectin induction on HUVECs; P16581; HUVEC E-selectin immunofluorescence imaging; normalized: neutral wells 0, TNF-alpha wells 100; activation, % at 7.58 µM; 260,000 tested, 0.37% active; AID 686992;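 active = mean E-selectin-positive cell signal at least 10% of the positive control, reached in at least 60% of replicates, without over 20% cell loss; inconclusive = no rule given, readout overlaps actives, possibly toxicity-flagged; inactive = the rest, including those meeting only one limit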;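 note: in these data hits start at about 27%; measured in HUVEC primary endothelial cells; signal is the percent of cells scored E-selectin positive by PE staining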
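Test system: HUVEC | Signal: Immunofluorescence imaging | Read-out: Percent E-selectin-positive cells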
Numbers without * were called inactive; u = inconclusive; x = not tested or not shown.

SMILES	S100A4 MyoIIA	XiGFP reactiv	ERp5 inh	ERAP1 inh	RAD52 anneal inh	esBAF inh	RAD54 branch	E-selectin induc
CCc1ccc(OCC(O)CN2CCCC2)cc1 (stereo unspecified)	2	0.0	-3	0	5	-2	1	3.9
C[C@@H]1CN([C@@H](C)CO)C(=O)Cc2cc(NC(=O)Cc3cn(C)c4ccccc34)ccc2O[C@H]1CN(C)C(=O)Nc1cccc2ccccc12	4	-0.5	-3	2	-13	3	6	0.3
COc1ccc(-c2[nH]ncc2CN(C)Cc2c(C)n[nH]c2C)c(OC)c1	-2	0.0	-5	5	-11	x	x	x
C[C@@H]1CN([C@@H](C)CO)C(=O)Cc2cc(NS(=O)(=O)c3ccccc3)ccc2O[C@@H]1CN(C)Cc1ccc(C(=O)Nc2ccccc2N)cc1	-1	0.5	-4	0	6	2	-6	1.4
COCCNC(=O)c1ccc(NC(=O)C2(c3ccccc3)CCCC2)cc1	0	0.0	0	2	-8	-9	0	3.0
CSCCC1NC(=O)C(C(C)=NNC(N)=O)=C1O (stereo unspecified)	-2	0.1	-1	0	-6	x	x	-0.3
COc1ccccc1S(=O)(=O)N[C@@H]1CC[C@H](CC(=O)N2CCCCC2)O[C@H]1CO	u	-0.2	-7	2	11	-1	-5	-0.4
C[C@H]1CN([C@@H](C)CO)C(=O)c2cc(NC(=O)Nc3ccccc3)ccc2O[C@H]1CN(C)S(=O)(=O)c1ccccc1	-6	-0.2	-5	-1	-3	-1	0	-0.4
C[C@@H]1CN([C@@H](C)CO)C(=O)c2cccc(NS(=O)(=O)c3ccc(Cl)cc3)c2O[C@@H]1CN(C)S(C)(=O)=O	-7	0.2	14	-1	-4	-3	0	0.8
Cc1cc(OCc2cccc(Cl)c2)c(C)cc1CN1CCOCC1	-2	0.2	-2	-2	-5	27	-18	20
Cc1ccc(S(=O)(=O)N2CCCCC2CCNC(=O)C(=O)NCCc2ccco2)cc1 (stereo unspecified)	1	-0.3	6	3	-1	x	x	1.1
CCN(CC(=O)N1CCCCC1)S(=O)(=O)c1ccccc1	2	0.0	0	0	-2	x	7	0.5
Cc1ccc2cc(NC(=O)C3(C)CCN3CC(C)C)ccc2n1 (stereo unspecified)	-4	-0.2	-3	1	3	10	1	0.1
Cc1noc(C)c1NC(=O)N(C)C[C@H]1Oc2ccc(NS(=O)(=O)c3cn(C)cn3)cc2C(=O)N([C@@H](C)CO)C[C@@H]1C	-8	0.2	1	0	-5	4	-32	-2.4
COCC(=O)N(C)C[C@H]1Oc2cc(-c3ccc(C)cc3)ccc2S(=O)(=O)N([C@@H](C)CO)C[C@H]1C	6	-1.3	-5	-2	-4	3	4	-0.1
CCOC(=O)C1(C)CCN1C(=O)c1ccc(OC)cc1 (stereo unspecified)	-2	0.1	0	1	-2	-3	7	0.1
CCc1nnc(NC(=O)COC(=O)c2cc(OC)cc(OC)c2)s1	-7	0.1	0	-2	-7	x	x	-0.1
CCCCCCN1C[C@H](O)[C@@H](n2cc(COC(=O)c3ccccc3)nn2)C[C@@H]1c1ccc(Cl)cc1	-10	0.0	-1	2	-5	3	0	1.5
Cc1ccc(C)c(-c2nnc(NC(=O)COc3ccccc3)o2)c1	0	0.1	9	1	-8	-6	-1	x
CCOC(=O)N1CCN(c2nc3ccc(C(=O)c4ccccc4)cc3n3cnnc23)CC1	-9	0.7	1	-2	-31	x	-12	4.0
COc1ccccc1OCCCC(=O)Nc1ccc2c(c1)OCCO2	0	0.0	2	1	3	4	-1	0.0
O=C(Oc1nsnc1N1CCOCC1)N1CCCCC1	-5	x	5	-3	4	-3	4	x
CC(=O)/C=C(\C)Nc1c(C)n(C)n(-c2ccccc2)c1=O	7	0.9	5	3	-20	x	x	x
CC1(C(=O)NC2CCCCC2)CCC(=O)N1Cc1cccnc1 (stereo unspecified)	-1	0.0	4	x	2	1	5	x
Cc1noc(C)c1S(=O)(=O)Nc1ccc2c(c1)C(=O)N([C@H](C)CO)C[C@@H](C)[C@H](CN(C)S(=O)(=O)c1ccc(Cl)cc1)OCCCC[C@@H](C)O2	-11	-0.1	-4	-1	-47	-6	-2	x

As entered above.
CCN(CC(=O)N1CCCCC1)S(=O)(=O)c1ccccc1 | RAD52 anneal inh = -2
Cc1noc(C)c1S(=O)(=O)Nc1ccc2c(c1)C(=O)N([C@H](C)CO)C[C@@H](C)[C@H](CN(C)S(=O)(=O)c1ccc(Cl)cc1)OCCCC[C@@H](C)O2 | ERAP1 inh = -1
C[C@H]1CN([C@@H](C)CO)C(=O)c2cc(NC(=O)Nc3ccccc3)ccc2O[C@H]1CN(C)S(=O)(=O)c1ccccc1 | E-selectin induc = -0.4
Cc1ccc(S(=O)(=O)N2CCCCC2CCNC(=O)C(=O)NCCc2ccco2)cc1 (stereo unspecified) | XiGFP reactiv = -0.3
CC1(C(=O)NC2CCCCC2)CCC(=O)N1Cc1cccnc1 (stereo unspecified) | S100A4 MyoIIA = -1

Some of the entries so far, with bars between the fields:
SMILES | S100A4 MyoIIA | XiGFP reactiv | ERp5 inh | ERAP1 inh | RAD52 anneal inh | esBAF inh | RAD54 branch | E-selectin induc
Cc1ccc(C)c(-c2nnc(NC(=O)COc3ccccc3)o2)c1 | 0 | 0.1 | 9 | 1 | -8 | -6 | -1 | x
CCOC(=O)N1CCN(c2nc3ccc(C(=O)c4ccccc4)cc3n3cnnc23)CC1 | -9 | 0.7 | 1 | -2 | -31 | x | -12 | 4.0

The list goes on:
SMILES	S100A4 MyoIIA	XiGFP reactiv	ERp5 inh	ERAP1 inh	RAD52 anneal inh	esBAF inh	RAD54 branch	E-selectin induc
COc1ccc(S(=O)(=O)N(C)C[C@@H]2Oc3ccc(NC(=O)C4CCCCC4)cc3CC(=O)N([C@H](C)CO)C[C@@H]2C)cc1	9	0.0	0	-2	-22	6	4	-0.5
Cn1cccc1/C=C1\SC(=O)N(CC(=O)Nc2ccc(F)cc2)C1=O	0	0.3	6	5	-62	x	x	x
Nc1cc(S(=O)(=O)N2CCOCC2)ccc1Oc1ccc(F)cc1	-1	0.1	4	9	-2	2	2	2.3
CCS(=O)(=O)Nc1ccc2c(c1)C(=O)N(C)[C@H]1CC[C@H](CC(=O)Nc3ccc(Cl)cc3)O[C@@H]1CO2	55	0.3	0	2	7	-1	1	0.3
C/C(=N\NC(=O)CSc1nc2ccccc2c(=O)n1-c1ccccc1C)c1cccs1	3	0.0	-4	-1	5	x	x	x
COc1ccccc1-c1ccc2c(c1)O[C@H](CN(C)C)[C@H](C)CN([C@@H](C)CO)S2(=O)=O	-8	-0.3	-1	-2	-2	-5	-7	-0.6
COc1ccc(S(=O)(=O)Nc2cccc3c2O[C@H](CN(C)S(=O)(=O)c2ccc(Cl)cc2)[C@@H](C)CN([C@@H](C)CO)C3=O)cc1	0	1.0	1	-2	0	-1	4	-0.3
CCCNC(=O)N1[C@@H]2Cn3c(cccc3=O)[C@H]1[C@@H](C(=O)NCC(F)(F)F)[C@@H]2CO	0	0.0	-3	-1	10	-4	-9	-0.1
C/C(N)=C(/C#N)C(=O)CSc1cc(C)c2cc(C)cc(C)c2n1	1	0.1	2	0	-28	-1	0	0.9
CCOc1ncccc1C(=O)Nc1ccc(S(=O)(=O)Nc2nc(C)cc(C)n2)cc1	-2	-0.1	3	1	-18	1	-13	x
O=C(O)C1CCC1C(=O)Nc1nc(-c2ccc(Cl)s2)cs1 (stereo unspecified)	-6	-0.1	1	x	-19	2	-10	x
Cc1noc(NC(=O)c2ccc(Cl)cc2)c1Cl	-5	0.0	6	1	-2	x	x	x
CC(C)CNC(=O)CN1C(=O)NC(Cc2c[nH]c3ccccc23)C1=O (stereo unspecified)	8	0.0	3	0	-7	x	x	x
C[C@H]1CCCCO[C@@H](CN(C)Cc2ccncc2)[C@@H](C)CN([C@@H](C)CO)C(=O)c2cc(NC(=O)Nc3ccccc3)ccc2O1	-5	0.2	3	-1	1	x	6	-0.1
CCC(=O)Nc1ccc2c(c1)C(=O)N(C)C[C@@H](OC)[C@@H](C)CN(CCc1ccccc1)[C@@H](C)CO2	7	0.4	1	-2	6	-4	6	-0.2
Cc1ccc(C(=O)Nc2cccc3cccnc23)cc1Br	0	0.0	4	-2	-16	x	-4	0.1
CCOC(=O)c1c(NC(=O)CN2C(=O)c3ccccc3C2=O)sc(Cc2ccc3c(c2)OCO3)c1C	-1	0.0	-1	-1	7	-5	6	1.4
O=C(COC(=O)CNC(=O)c1ccco1)Nc1ccc(F)cc1	-3	0.1	7	-2	-15	-1	0	x
COc1ccc(C2=CCC3CCCCN3C2)cc1OC (stereo unspecified)	-5	-0.1	4	0	-7	1	-2	-0.1
Cc1oc(-c2cccs2)nc1CN1CCN(C2CCCC2)C(CCO)C1 (stereo unspecified)	13	1.1	-2	-2	3	-1	5	1.1
CCOC(=O)N1CCC(N2Cc3cccc(C(=O)Nc4ccc(N(CC)CC)cc4C)c3C2=O)CC1	-2	1.9	0	0	-30	14	2	x
CCCCC1=CC2=CC(=O)C(C)(OC(=O)CC)C(=O)C2=CN1CCc1c[nH]c2ccccc12 (stereo unspecified)	-4	0.7	2	-8	-14	-4	10	0.3
O=C(Nc1ccc(Cl)cc1)Nc1nnc(Cc2ccc([N+](=O)[O-])cc2)s1	22	0.0	1	1	-22	x	x	-1.0
COc1cccc(CC2CC(=O)N(c3ccc4c(C)cc(=O)oc4c3)C2=O)c1 (stereo unspecified)	-2	-0.1	3	-2	-3	4	0	2.9
O=S(=O)(c1ccc(F)cc1)N1CCCCN2[C@H](CO)[C@H](c3ccc(-c4cncnc4)cc3)[C@H]2C1	3	0.0	-1	2	14	6	1	0.1
(next part)
SMILES	S100A4 MyoIIA	XiGFP reactiv	ERp5 inh	ERAP1 inh	RAD52 anneal inh	esBAF inh	RAD54 branch	E-selectin induc
COCC(=O)N1C[C@@H]2[C@H](c3ccccc31)[C@@H](CO)N2Cc1ccccc1F	0	0.0	4	2	15	-8	-13	0.6
Cc1cccc(NC(=O)CSc2nc3[nH]ncc3c(=O)[nH]2)c1C	-3	0.1	2	-1	-10	x	x	-0.1
COc1ccc(S(=O)(=O)N(C)C[C@@H]2Oc3c(NC(=O)C4CCCCC4)cccc3C(=O)N([C@H](C)CO)C[C@@H]2C)cc1	-30	0.0	2	0	9	-1	6	-0.2
CC(=O)NC(c1ccccc1)c1nc(-c2cccnc2)cs1 (stereo unspecified)	1	0.0	2	7	-22	-3	-9	-0.1
COc1ccc(C(C(=O)NCc2ccccc2)N(Cc2cccnc2)C(=O)c2snc(C(N)=O)c2N)cc1OC (stereo unspecified)	-3	0.2	-3	2	-6	1	-5	-0.1
Cc1ccc(S(=O)(=O)N2CCCC2)cc1C(=O)NCCOc1ccccc1	-4	-0.1	-1	1	-21	0	-11	x

Compounds shown so far with a furan ring, fused or not (2):
SMILES	S100A4 MyoIIA	XiGFP reactiv	ERp5 inh	ERAP1 inh	RAD52 anneal inh	esBAF inh	RAD54 branch	E-selectin induc
Cc1ccc(S(=O)(=O)N2CCCCC2CCNC(=O)C(=O)NCCc2ccco2)cc1 (stereo unspecified)	1	-0.3	6	3	-1	x	x	1.1
O=C(COC(=O)CNC(=O)c1ccco1)Nc1ccc(F)cc1	-3	0.1	7	-2	-15	-1	0	x
